High-throughput results as filed in PubChem.
SIRT5 block – inhibitors of human sirtuin-5 desuccinylase. Q9NXA8. Purified SirT5, succinyl-peptide AMC, trypsin-coupled fluorescence. inhibition, % at 15 µM. hit rate 1.1% among 330,000. AID 652115; in the data active means inhibition above about 15%; inconclusive means no clear call, values can overlap the other calls
Target sequence (Q9NXA8 whole entry, looked up): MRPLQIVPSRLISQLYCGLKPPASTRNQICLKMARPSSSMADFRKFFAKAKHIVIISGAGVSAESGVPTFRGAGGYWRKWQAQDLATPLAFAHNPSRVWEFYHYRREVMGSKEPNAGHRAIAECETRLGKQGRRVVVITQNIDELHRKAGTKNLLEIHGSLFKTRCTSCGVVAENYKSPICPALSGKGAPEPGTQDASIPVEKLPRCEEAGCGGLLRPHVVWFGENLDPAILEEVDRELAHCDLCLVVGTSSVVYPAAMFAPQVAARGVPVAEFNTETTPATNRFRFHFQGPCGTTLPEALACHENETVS
DENV2 CPE rescue – DENV2-induced cell death inhibition | DENV2-infected cells, cytopathic effect rescue, plate reader | CPE inhibition, % at 9.99 µM | hit rate 1.7% among 350,000 | AID 651640; in the data active means CPE inhibition above about 20%, passing the limit was not always enough; inconclusive means no clear call, values can overlap the other calls; tested in BHK-21 cells;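 further: 0% = median of neutral control wells and 100% = median of positive control wells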
E-selectin induc – induces E-selectin expression in human endothelial cells; hit rate 0.37% among 260,000; HUVEC E-selectin immunofluorescence imaging; normalized: neutral wells 0, TNF-alpha wells 100; activation, % at 7.58 µM;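 active means mean E-selectin-positive cell signal at least 10% of the positive control, reached in at least 60% of replicates, without over 20% cell loss; inconclusive means no rule given, readout overlaps actives, possibly toxicity-flagged; inactive means the rest, including those meeting only one limit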;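 further: in these data hits start at about 27%; measured in HUVEC primary endothelial cells; signal is the percent of cells scored E-selectin positive by PE staining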
Target sequence (P16581 whole entry, looked up): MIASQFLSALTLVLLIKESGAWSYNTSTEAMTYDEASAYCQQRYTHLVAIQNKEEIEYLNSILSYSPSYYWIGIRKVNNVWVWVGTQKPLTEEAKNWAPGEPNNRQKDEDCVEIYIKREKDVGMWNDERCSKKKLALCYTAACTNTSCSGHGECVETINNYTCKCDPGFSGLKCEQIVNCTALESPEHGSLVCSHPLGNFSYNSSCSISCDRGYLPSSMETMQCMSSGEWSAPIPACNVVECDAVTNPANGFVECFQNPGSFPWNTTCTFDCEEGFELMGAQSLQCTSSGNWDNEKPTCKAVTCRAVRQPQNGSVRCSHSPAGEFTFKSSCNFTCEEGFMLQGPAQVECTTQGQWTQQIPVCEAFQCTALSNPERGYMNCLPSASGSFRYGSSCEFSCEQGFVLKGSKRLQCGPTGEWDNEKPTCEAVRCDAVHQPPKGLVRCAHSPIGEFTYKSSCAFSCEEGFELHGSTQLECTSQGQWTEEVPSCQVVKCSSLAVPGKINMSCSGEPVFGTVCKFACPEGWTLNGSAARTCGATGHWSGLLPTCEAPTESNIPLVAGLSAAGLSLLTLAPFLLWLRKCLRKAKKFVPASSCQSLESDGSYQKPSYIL
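Assay system: HUVEC, human umbilical vein endothelial cells / Amount: 3,000 HUVEC/well / Controls: TNF-alpha positive control, DMSO neutral control / Compound dosing: single concentration / Medium: EGM-2 over gelatin coat / Evaluation: percent E-selectin-positive cells / Signal: immunofluorescence imaging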
ERp5 inh – ERp5 (human) disulfide isomerase inhibition. inhibition, % at 9.99 µM. ERp5 insulin aggregation, absorbance 650 nm, 90 min. hit rate 0.05% among 350,000. Q15084. AID 651711;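 active means mean replicate inhibition above about 25%, with every replicate also reaching it, limit read from the data, passing the limit was not always enough; inconclusive means only one of those two criteria met; inactive means neither criterion met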
S100A4 inh HTS – S100A4-myosin IIA interaction inhibition | S100A4/TAMRA-MyoIIA peptide fluorescence polarization | inhibition, % at 10.7 µM | hit rate 0.14% among 360,000;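 active means mean inhibition of at least 70% across replicates, with every replicate also reaching that level; inconclusive means mean inhibition reaches 70% but some replicates fall short; inactive means mean inhibition below 70%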
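Material: S100A4 monomer protein / Buffer or medium: 50 mM HEPES pH 7.2, 10 mM CaCl2, 100 mM KCl / Times: 5 min incubation before reading / Benchmarks: neutral control DMSO, positive control TFP / Reagent: labelled myosin peptide probe, 5 nM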
C2C12 statin – suppressors of simvastatin-induced myotoxicity in C2C12 myotubes; ATP luminescence, 48 h; scaled: DMSO 0, geranylgeraniol control 100; rescue of ATP level, % at 7.49 µM; hit rate 0.78% among 330,000;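 active means mean ATP rescue above about 67%, or every replicate alone reaching that limit, limit read from the data, passing the limit was not always enough; inconclusive means no clear call, values can overlap the other calls; inactive means mean under the limit and some replicate under it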;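 further: myotubes were challenged with 10 µM simvastatin during compound exposure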
PglD inh – inhibitors of Campylobacter jejuni PglD acetyltransferase. purified PglD enzyme, DTNB colorimetric CoA detection. inhibition, % at 12.5 µM. hit rate 0.098% among 360,000. AID 602405; in the data active means inhibition above about 16%, passing the limit was not always enough; inconclusive means no clear call, values can overlap the other calls; further: strong numbers were not always called active
Numbers without * were called inactive; u = inconclusive; x = not tested or not shown; & = joins results of further samples. The list is partial; count on the stated rates, not on these rows.

no.	structure	SIRT5 block	DENV2 CPE rescue	E-selectin induc	ERp5 inh
1	O=C(c1ccccn1)N1CC=C(c2ccccc2)CC1	0.7	0.0	x	-7.3
2	Cc1noc(C)c1NC(=O)Nc1ccc2c(c1)CC(=O)N([C@@H](C)CO)C[C@@H](C)[C@H](CN(C)Cc1ccc(Oc3ccccc3)cc1)O2	x	-4.2	-8.0	x
3	COc1cc(/C=C2/C(=N)N3N=C(C)SC3=NC2=O)ccc1OS(=O)(=O)c1ccc(C)cc1	2.4	0.3	x	3.5
4	O=C(OCCN1CCCC1=O)c1cncc(Br)c1	-3.3	7.2	x	-3.1
5	COc1ccc(CNC(=O)[C@@H](NC(=O)C2CCN(C(=O)[C@@H](N)CC(C)C)CC2)C(C)C)cc1	-4.2	3.8	x	-3.8
6	O=C(c1cnn(-c2ccccc2)c1)c1cc(Br)ccc1O	0.2	-3.0	0.2	-8.9
7	CN(C)/C=N/c1c(C#N)cnn1-c1ncnc2sc(-c3ccccc3)cc12	-5.8	x	x	-2.9
8	Cc1ccc(S(=O)(=O)Nc2ccc3ncccc3c2[N+](=O)[O-])cc1	2.6	17.2	1.8	-3.2
9	CC(C)(C)c1ccc(C(O)c2ncc(-c3ccccc3F)[nH]2)cc1 (stereo not drawn)	-1.0	-10.1	x	-22.4
10	CC(C)Sc1nc2c([nH]1)c(=N)ncn2Cc1ccccc1	0.1	x	1.8	-0.5
11	COc1ccccc1-n1c(=O)c(C#N)c(-c2ccc([N+](=O)[O-])cc2)c2cc(C(=O)c3cc(F)ccc3O)cnc21	0.8	-2.9	x	-3.9
12	Cc1noc(C)c1-c1nc(CS(=O)(=O)c2ccc(Cl)cc2)no1	2.7	3.6	1.1	2.7

no.	S100A4 inh HTS	C2C12 statin	PglD inh
1	-8.8	x	x
2	x	32.3	-2.0
3	-4.7	19.8	-3.2
4	0.0	0.8	2.5
5	3.2	-2.0	-2.6
6	-1.8	4.4	7.3
7	-1.4	-92.5	1.6
8	0.5	x	x
9	0.5	-10.0	-4.1
10	5.0	-2.6	4.0
11	-8.0	x	x
12	-5.4	x	x

The list goes on.
no.	structure	SIRT5 block	DENV2 CPE rescue	E-selectin induc	ERp5 inh
13	O=C(NC(=S)Nc1ccc(Br)cc1F)C1CCCCC1	-1.5	-4.0	x	-13.2
14	CN(CCc1cn[nH]c1)C(=O)CC1C(=O)NCCN1Cc1ccccc1C(F)(F)F (stereo not drawn)	-7.9	4.3	x	3.5
15	COc1ccccc1Nc1nnc(Cc2ccccc2)c(=O)[nH]1	-3.4	-1.9	x	0.6
16	CCOC(=O)C1(C(=O)OCC)C(c2ccccc2)CC(O)N1C(C)=O (stereo not drawn)	-2.5	1.4	x	6.1
17	COc1ccc(CC(=O)NNC(=S)NCC2CC2)cc1OC	1.0	1.1	x	-0.9
18	CC(=O)c1ccc(N2CCN(C(=O)C3CCCN3S(=O)(=O)c3cccc4nsnc34)CC2)cc1 (stereo not drawn)	-3.1	-2.8	x	1.3
19	O=C(Nc1ccc(S(=O)(=O)Nc2ncccn2)cc1)c1ccc(F)c(S(=O)(=O)N2CCOCC2)c1	-5.8	-0.8	0.1	0.6
20	Clc1ccc2oc3c(Cl)ncnc3c2c1	0.3	5.7	x	-0.9
21	O=C1C2CCCN2C(c2ccc(F)cc2)N1c1ccc(Cl)cc1 (stereo not drawn)	x	-3.7	-0.3	7.9
22	CCN(CC(=O)NCc1cccs1)CC(=O)Nc1ccccc1C	-3.1	0.1	x	-3.2
23	O=C(Nc1cc(C(F)(F)F)ccc1-n1cncn1)c1cn2ccccc2n1	2.0	-2.3	x	4.3
24	C[C@@H]1CN([C@@H](C)CO)C(=O)c2cccc(NC(=O)c3ccncc3)c2O[C@@H]1CN(C)S(=O)(=O)c1ccc(F)cc1	1.5	19.1	0.5	4.4

no.	S100A4 inh HTS	C2C12 statin	PglD inh
13	0.7	-57.3	-0.8
14	-6.3	x	x
15	-11.2	x	x
16	4.2	11.6	-4.3
17	-3.4	9.9	-8.1
18	-4.4	25.1	-1.3
19	3.9	-4.7	3.2
20	3.7	x	x
21	9.2	13.4	-1.0
22	-3.4	-2.5	1.1
23	3.3	-4.6	4.4
24	1.9	26.7	1.0

Other structures
no.	structure	SIRT5 block	DENV2 CPE rescue	E-selectin induc	ERp5 inh
25	CN1CCN(S(=O)(=O)Cc2ccccc2Cl)CC1	-1.1	11.1	0.1	2.9
26	COc1c(S(=O)(=O)NCCCn2ccnc2)ccc(Cl)c1Cl	-3.6	-3.9	0.1	1.1
27	Cc1ccc(SCC(=O)NC(=O)NCCC(C)C)c(C)c1	-4.8	1.5	0.2	-3.9
28	C[C@@H]1CN([C@@H](C)CO)C(=O)c2cccc(NC(=O)Nc3cccc4ccccc34)c2O[C@H]1CN(C)CC1CC1	-5.0	5.0	x	-5.2
29	COC1=CC(C)C2CC3OC(=O)CC4C(C)=C(OC)C(=O)C(C2(C)C1=O)C34C (stereo not drawn)	3.3	-3.4	0.5	-4.8
30	C[C@@H]1CN([C@H](C)CO)C(=O)Cc2cc(NC(=O)Nc3cccc4ccccc34)ccc2O[C@H]1CN(C)C(=O)Nc1cccc2ccccc12	6.4	6.4	-0.2	14.9
31	OCCNc1nc(-c2ccccc2)nc2ccccc12	-3.3	-2.6	0.2	-4.4
32	C[C@@H]1CCCCO[C@@H](CN(C)CC2CCCCC2)[C@@H](C)CN([C@H](C)CO)C(=O)c2cc(NS(=O)(=O)c3ccc(F)cc3)ccc2O1	11.1	-1.8	-0.1	5.2
33	CCCN(C)C[C@H]1Oc2ncc(C#CC3CCCCC3)cc2C(=O)N([C@H](C)CO)C[C@@H]1C	-3.3	-3.4	0.6	3.1
34	CNC(=O)C[C@@H]1CC[C@H]2[C@@H](COc3ccc(NS(=O)(=O)c4ccc(F)cc4)cc3C(=O)N2C)O1	x	-1.8	-0.1	x
35	COc1cccc(OC)c1CNC(=O)C1CCC(=O)N(CC2CCCCC2)C1 (stereo not drawn)	-6.1	-3.3	x	-2.3
36	COc1ccc(C2CC(c3cccs3)=NN2S(C)(=O)=O)cc1 (stereo not drawn)	-2.1	0.0	4.7	3.1

no.	S100A4 inh HTS	C2C12 statin	PglD inh
25	0.2	-3.9	7.5
26	0.0	4.5	-1.1
27	-4.6	x	-1.2
28	-10.2	17.3	1.8
29	-1.1	0.8	-0.9
30	-13.4	32.5	-1.3
31	-4.1	x	x
32	9.9	96.3*	1.9
33	1.3	x	-1.1
34	x	14.2	1.9
35	-0.2	19.5	-0.7
36	-15.8	14.4	1.4

Later entries.
no.	structure	SIRT5 block	DENV2 CPE rescue	E-selectin induc	ERp5 inh
37	O=C(Cc1cccnc1)N1CC2(C1)[C@H](c1ccccc1)[C@H](CO)N2C(=O)C1CC1	-1.6	12.6	0.0	5.5
38	O=C(O)c1cc([N+](=O)[O-])ccc1NCc1ccccc1	2.7	-6.5	-0.2	3.0
39	N#Cc1cc(Oc2cccc3cccnc23)c(-n2nnc3ccccc32)cc1C#N	-0.4	2.0	x	3.3
40	Cc1cccc(C(=O)NCC(=O)NC2CCC(C)CC2)c1 (stereo not drawn)	0.4	9.1	x	-1.5
41	Cn1nc(C(F)(F)F)c(-c2ccccc2)c1NC(=O)c1cccnc1	-4.5	-0.9	x	x
42	CCOC(=O)C1=C(C)N=c2s/c(=C\c3cc(OC)c(OC)c(OC)c3)c(=O)n2C1/C=C/c1ccccc1 (stereo not drawn)	-1.5	0.5	-0.5	0.6
43	O=C(O)C1CC(O)CN1S(=O)(=O)c1ccc2ccccc2c1 (stereo not drawn)	0.4	-10.6	x	0.6
44	COC(=O)[C@]12CCCCC=C1N(Cc1ccc3c(c1)OCO3)C(=O)[C@H](CC(=O)NCc1cccc3ccccc13)C2	x	-2.8	0.2	1.1
45	O=C(C[C@@H]1C=C[C@H](NC(=O)CN2CCOCC2)[C@H](CO)O1)NC1CCC1	-2.6	-6.5	-0.1	-1.9
46	CCC1CCC(C(=O)NC(CCSC)C(=O)NCCN(CC(C)C)CC(C)C)CC1 (stereo not drawn)	0.3	1.2	x	u
47	COC(=O)c1cc(=O)nc(NN=Cc2ccco2)s1	-2.0	-0.7	1.1	8.0
48	O=C(COC(=O)COc1ccc2ccccc2c1)Nc1cc(C(F)(F)F)ccc1N1CCOCC1	-0.7	5.7	1.2	2.9

no.	S100A4 inh HTS	C2C12 statin	PglD inh
37	6.3	x	x
38	-5.8	x	x
39	-8.4	x	4.3
40	0.6	-5.5	9.9
41	-0.9	-5.6	x
42	-1.9	10.1	6.8
43	2.7	-16.3	2.6
44	-0.7	x	x
45	-16.1	1.2	3.2
46	17.5	-5.4	x
47	6.7	x	x
48	0.9	x	x

Entries of single compounds, quoted from the list.
Listed for `Cc1cccc(C(=O)NCC(=O)NC2CCC(C)CC2)c1` (stereo not drawn) → SIRT5 block = 0.4; DENV2 CPE rescue = 9.1; E-selectin induc = x; ERp5 inh = -1.5; S100A4 inh HTS = 0.6; C2C12 statin = -5.5; PglD inh = 9.9
Listed for `O=C(NC(=S)Nc1ccc(Br)cc1F)C1CCCCC1` → SIRT5 block = -1.5; DENV2 CPE rescue = -4.0; E-selectin induc = x; ERp5 inh = -13.2; S100A4 inh HTS = 0.7; C2C12 statin = -57.3; PglD inh = -0.8

(cont.)
no.	structure	SIRT5 block	DENV2 CPE rescue	E-selectin induc	ERp5 inh
49	Cc1noc(C)c1NC(=O)Nc1cccc2c1O[C@@H](CN(C)Cc1ccccc1)[C@@H](C)CN([C@H](C)CO)C2=O	2.0	3.9	1.1	-3.5
50	O=c1[nH]cnc2c1c(-c1ccccc1)cn2-c1cccc(Cl)c1	0.5	-4.1	x	-9.8
51	CCCCC(=O)Nc1cc([N+](=O)[O-])ccc1Cl	-1.0	22.6*	5.7	8.3
52	Cn1cc(Cc2ccccc2)c(=O)c(Cc2ccccc2)c1	-1.1	1.6	0.1	1.4
53	O=C(Nc1ccccc1)OCCCc1ccccc1	-0.2	-5.6	x	-1.8
54	CCOC(=O)[C@H](CCc1ccccc1)N[C@@H](C)C(=O)N1CCC[C@H]1C(=O)O	-2.5	-7.4	-2.4	1.8
55	O=c1c2ccccc2oc2ccccc12	2.7	13.7	x	-2.7
56	O=C(COc1ccc2ccc(=O)oc2c1)NCc1ccccn1	-2.9	-9.8	x	-2.3

no.	S100A4 inh HTS	C2C12 statin	PglD inh
49	10.5	3.0	2.9
50	-5.0	50.2	-6.6
51	2.4	x	x
52	24.3	2.5	0.9
53	-1.6	4.4	-4.1
54	-11.9&-1.7	3.8&3.9	2.4&3.3
55	-2.8	13.8	0.2
56	3.5	10.9	2.2
